USP2a inh: USP2a (human) protease inhibition; O75604; USP2 core, Ub-CHOP2 coupled fluorogenic reporter, 485/531; Potency, µM (top dose mostly 38.3 µM), for the others: at the highest dose activity change, negative = inhibition, actives largely listed as inhibitors; 0.01% of 330,000 active; AID 463254;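 further: potency means the concentration at half of the fitted maximal effect; plate controls were DMSO wells for no effect and full inhibition by NEM control for full effect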
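Deubiquitinase activity read as fluorescence (485/531 nm) after Ub-CHOP2 cleavage activates the enterokinase reporter on its substrate; USP2 core 10nM, Ub-CHOP2 and substrate 25nM each, 30min compound preincubation then 60min RT; data normalized to NEM, curves fitted.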
Giardia killer: kills Giardia lamblia. Giardia lamblia trophozoite viability. activity change, % at 7.66 µM, hits read low. 0.15% of 340,000 active; in the data active means activity change below about -80%; inconclusive means between about -30% and that limit;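 further: parasites exposed to compound for two days anaerobically before the ATP read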
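Compounds were tested on trophozoites seeded at 100 cells/well and held 48 hrs at 37 deg C anaerobically. An ATP-based luminescent kit measured the remaining live cells.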
Eya2 phos inh: inhibitors of human Eya2 phosphatase activity | recombinant Eya2, OMFP fluorescence dephosphorylation (OMFP is methylfluorescein phosphate) | Potency, µM (highest dose often 76.9 µM), without a hit: top-dose activity, negative = inhibition, hits mostly inhibitors | 0.006% of 330,000 active | AID 488837; further: potency means the concentration at half of the fitted maximal effect
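Eya2 protein (added as 0.2 uM solution) was preincubated with compound for 10 min at ambient temperature in 50 mM HEPES pH 7.5, 50 mM NaCl, 5 uM MgCl2, 0.05% BSA, 1 mM DTT. OMFP (added at 50 uM) then reacted 10 min; fluorescence read at 485/525 nm.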
KCNH2 WT inh: inhibitors of human wildtype KCNH2 potassium channel. Q12809. U2OS, BacMam KCNH2, thallium flux FluxOr; active compounds read low. activity change, % at 1.84 µM. 0.37% of 340,000 active;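 active means maximum activity change below -70%; inconclusive means maximum activity change between -70% and -50%; inactive means maximum activity change above -50%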
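U2OS cells transduced with wild-type KCNH2 virus are loaded with FluxOr dye for 45 min, and thallium flux is measured in kinetic reads before and after stimulation buffer. Rate constants are normalized to DMSO controls.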
KCNH2 3.1 block: KCNH2 3.1 (human) potassium channel inhibition. U2OS KCNH2 3.1, thallium flux FluxOr; active compounds read low. activity change, % (tested at about 1.8 µM). 0.95% of 340,000 active;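 active means maximum activity change below -70%; inconclusive means maximum activity change from -70% to -50%; inactive means maximum activity change above -50%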;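 further: thallium influx rate constant from kinetic fluorescence after stimulation buffer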
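Virally transduced U2OS (3.1 isoform, 4 h infection in dark at RT) → overnight 37 C → FluxOr + Red40 in HBSS/HEPES, 45 min → stimulation buffer, 2 min kinetic read → rate constant vs DMSO controls.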
GALK inh: galactokinase (human) inhibition; AID 1868; Potency, µM (top dose mostly 57.5 µM), inactives show at the top dose activity change, negative = inhibition, actives largely listed as inhibitors; P51570; 0.007% of 270,000 active; Purified GALK, Kinase-Glo residual ATP luminescence; further: potency means the concentration at half of the fitted maximal effect
Target sequence (P51570 whole entry, looked up): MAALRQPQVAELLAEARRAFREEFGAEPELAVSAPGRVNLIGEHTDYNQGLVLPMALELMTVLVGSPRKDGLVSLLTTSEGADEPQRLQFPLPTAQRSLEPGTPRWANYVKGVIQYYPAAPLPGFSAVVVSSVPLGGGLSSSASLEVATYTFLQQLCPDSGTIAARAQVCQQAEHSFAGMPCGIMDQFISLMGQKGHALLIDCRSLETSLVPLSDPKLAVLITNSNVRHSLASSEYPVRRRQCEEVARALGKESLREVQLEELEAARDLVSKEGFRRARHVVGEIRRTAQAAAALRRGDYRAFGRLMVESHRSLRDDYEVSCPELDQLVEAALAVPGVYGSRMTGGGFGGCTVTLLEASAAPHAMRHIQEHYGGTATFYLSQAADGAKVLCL
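Human GALK (5 nM) with 35 uM ATP and 100 uM galactose in 20 mM HEPES pH 8.0, 5 mM MgCl2, 60 mM NaCl, 1 mM DTT, 0.01% BSA. After 1 h at room temperature, leftover ATP was read by Kinase-Glo Plus luminescence.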
PKM2 act: increases activity of human pyruvate kinase M2. P14618. purified PKM2, Kinase-Glo ATP luminescence, activation; response scale: 0% is enzyme alone, no compound. Potency, µM (series often up to 57.5 µM), without a hit: at the top dose activation, hits mostly activators. 0.34% of 260,000 active. AID 1631; further: potency means the concentration at half of the fitted maximal effect; nearly all actives have a fitted effect of over 55% in size
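hPK-M2, >95% pure; 0.1 mM ADP / 0.5 mM PEP final; imidazole pH7.2 buffer w/ 7 mM MgCl2, 50 mM KCl; 1 h RT; Kinase-Glo lum. Intermediate enzyme activity for dual inhibitor/activator qHTS.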
B2AR arrestin: recruits beta-arrestin to the human beta2-adrenergic receptor. AID 492947. P07550. Potency, µM (top dose mostly 46.1 µM), for inactives: at the highest dose activation, hits mostly activators. beta-arrestin recruitment to beta2AR, cell-based reporter. 0.02% of 330,000 active;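 further: potency means the concentration at half of the fitted maximal effect; 0% = DMSO controls and full agonism = EC100 isoproterenol or metaproterenol; nearly all actives have a fitted effect of over 65% in size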
Target sequence (P07550 whole entry, looked up): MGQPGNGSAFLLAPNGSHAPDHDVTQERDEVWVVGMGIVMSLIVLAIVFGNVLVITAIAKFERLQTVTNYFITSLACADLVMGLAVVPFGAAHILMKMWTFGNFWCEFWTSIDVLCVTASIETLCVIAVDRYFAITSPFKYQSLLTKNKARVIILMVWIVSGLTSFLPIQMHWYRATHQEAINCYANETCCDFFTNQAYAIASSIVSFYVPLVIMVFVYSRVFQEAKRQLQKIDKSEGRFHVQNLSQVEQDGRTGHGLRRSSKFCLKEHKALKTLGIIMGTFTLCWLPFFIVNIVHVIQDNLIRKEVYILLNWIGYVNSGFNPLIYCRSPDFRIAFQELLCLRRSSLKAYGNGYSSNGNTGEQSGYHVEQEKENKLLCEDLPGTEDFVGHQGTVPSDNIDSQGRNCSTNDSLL
FBPA coupling cs: counter-screen for Giardia aldolase inhibitors: coupling enzyme system | coupling enzyme system counterscreen, AmpLite Red fluorescence | activity change, negative = inhibition, % at 58.2 µM, hits read low | 0.67% of 290,000 active; in the data active means activity change below about -30%
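Compounds tested against the coupling enzymes alone at 57.5 uM final; readout was AmpLite Red fluorescence (525/598 nm) after 20 min at RT.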
Chronic BCR inh: inhibitors of chronic active B-cell receptor signaling; ABC-DLBCL IkBa-CBG/CBR reporter, luminescence ratio, 4 h; Potency, µM (highest dose often 46.1 µM), for the others: at the top dose ratio change, negative = lower green/red ratio, usual class: inhibitors; 0.05% of 340,000 active; AID 493014; active means well fitted inhibition curve with a large enough effect in the signal ratio, with a control signal flat, not every such curve was filed as active; inconclusive means small, poorly fitted or top-dose-only effect, or effect the other way, or a change in a side signal; the % refers to the signal ratio;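 further: potency means the concentration at half of the fitted maximal effect; plate controls were basal doxycycline-induced cells for no effect and cells given 10 µM MG132 for full effect; MG132 reads +100%, hits lower the ratio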
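Concentration-response series (up to 46 uM) were applied to TMD8 dual-reporter cells for 4 h at 37C with doxycycline. Green/red ratio, after filter-overlap correction, defined %Activity; red signal alone was normalised to basal cells and zero luminescence.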
uPA generation: inhibitors of cell surface uPA generation | cell surface uPA generation assay, qHTS | Potency, µM (highest dose often 38.3 µM), for the others: at the top dose activity change, negative = inhibition, actives largely listed as inhibitors | 0.31% of 330,000 active | AID 540303; active means well fitted inhibition curve with a large enough effect; inconclusive means small, poorly fitted or top-dose-only effect; inactive means no such curve, though single readings can be large or run the other way; tested in mouse RAW 264.7 cells; further: potency means the concentration at half of the fitted maximal effect; nearly all actives have a fitted effect of over 55% in size
* = called active by the depositor; [ ] = another dose, or the depositor's remark. Unless noted, the call rests on the fitted dose curve; in most records, active means well fitted curve in the direction sought with a large enough effect; inconclusive means small, poorly fitted or top-dose-only effect, or another doubt; inactive means no such curve, though single readings can be large; an effect the other way counts as inactive or inconclusive. Unless noted, on the % scale 0 is the no-effect control and ±100 the full control effect.

What do the screens show for `N#Cc1c(NC(=S)NC(=O)c2ccccc2)sc2c1CCN(CCc1ccccc1)C2`?
USP2a inh: 6.0%; Eya2 phos inh: 10.9%; GALK inh: 2.2%; PKM2 act: 1.7%; B2AR arrestin: -0.9%; FBPA coupling cs: -2.1; Chronic BCR inh: inconclusive

What do the screens show for `Clc1ccc(N2CCN(c3ncnc4c3oc3ccccc34)CC2)cc1`?
USP2a inh: 0.9%; Giardia killer: -14.7; Eya2 phos inh: -8.3%; KCNH2 WT inh: 1.9; KCNH2 3.1 block: -5.8; GALK inh: 1.4%; PKM2 act: 9.2%; B2AR arrestin: -0.1%; FBPA coupling cs: 4.0; Chronic BCR inh: 2.6%; uPA generation: 4.1%

What do the screens show for `Cc1ccccc1NC(=S)/C(=C(\[O-])c1ccc(C)c([N+](=O)[O-])c1)[n+]1ccccc1`?
USP2a inh: -1.4%; Giardia killer: 15.0; Eya2 phos inh: -13.9%; KCNH2 WT inh: 6.0; KCNH2 3.1 block: 17.5; GALK inh: 0.5%; PKM2 act: 2.1%; B2AR arrestin: -0.8%; FBPA coupling cs: -1.9; Chronic BCR inh: 0.1%; uPA generation: -3.6%

Results for CCCCn1c(N)c(N(CC(C)C)C(=O)c2cc(-c3ccc(OC)c(OC)c3)nc3ccccc23)c(=O)[nH]c1=O ?
USP2a inh: -3.0%; Giardia killer: -13.3; Eya2 phos inh: 30.1%; KCNH2 WT inh: 1.8; KCNH2 3.1 block: 2.3; B2AR arrestin: 5.1%; Chronic BCR inh: 0.9%; uPA generation: -0.9%

How did COc1ccccc1NC1=NC2(CCCC2)N=C(N)N1 do in these assays?
USP2a inh: -6.6%; Giardia killer: -9.0; Eya2 phos inh: -20.0%; KCNH2 WT inh: 0.2; KCNH2 3.1 block: -7.3; GALK inh: -0.1%; PKM2 act: 13.9%; B2AR arrestin: -0.3%; FBPA coupling cs: -1.1; Chronic BCR inh: 0.8%; uPA generation: -2.0%

What do the screens show for `CC(C(=O)OCC(=O)c1ccc(Br)cc1)N1C(=O)C2C3CCC(C3)C2C1=O` (configuration not stated)?
USP2a inh: -4.6%; Giardia killer: 6.4; Eya2 phos inh: -6.5%; KCNH2 WT inh: 4.1; KCNH2 3.1 block: -18.9; GALK inh: 3.7%; B2AR arrestin: -0.2%; FBPA coupling cs: 0.6; Chronic BCR inh: 0.6%; uPA generation: -2.9%

What do the screens show for `COc1ccc(S(=O)(=O)N2CCCCCC2)cc1C(=O)N(C)CC(=O)Nc1ccccc1Cl`?
USP2a inh: 1.1%; Giardia killer: 1.1; Eya2 phos inh: 3.3%; KCNH2 WT inh: 2.1; KCNH2 3.1 block: -6.7; B2AR arrestin: -0.1%; Chronic BCR inh: -7.7%; uPA generation: 7.4%

How did O=C1NC(=O)c2cc(NC(=O)C3COc4ccccc4O3)ccc21 (configuration not stated) do in these assays?
USP2a inh: -0.5%; Giardia killer: 8.6; Eya2 phos inh: 8.9%; KCNH2 WT inh: 3.0; KCNH2 3.1 block: -6.6; GALK inh: 7.5%; PKM2 act: 2.8%; B2AR arrestin: -0.2%; FBPA coupling cs: 0.0; Chronic BCR inh: 10.6%; uPA generation: 11.2%

How did CC/C(=C\C(=O)c1cccnc1)Nc1ccc(C)c(C)c1 do in these assays?
USP2a inh: 1.0%; Giardia killer: -6.4; Eya2 phos inh: 2.1%; KCNH2 WT inh: -7.4; KCNH2 3.1 block: -0.2; GALK inh: 4.5%; PKM2 act: 2.2%; B2AR arrestin: 0.1%; FBPA coupling cs: 1.2; Chronic BCR inh: -9.7%; uPA generation: 6.1%

How did CC(C)(C)C1=Nn2c(nnc2-c2ccco2)SC1 do in these assays?
USP2a inh: 2.4%; Giardia killer: 0.8; Eya2 phos inh: 1.7%[15.4 µM]; KCNH2 WT inh: 4.1; KCNH2 3.1 block: 7.0; GALK inh: 1.7%; PKM2 act: 5.3%; B2AR arrestin: 0.4%; FBPA coupling cs: 1.2; Chronic BCR inh: 4.7%; uPA generation: -1.1%

Results for O=C(O)CC1S/C(=N/N=C/C2CC=CCC2)NC1=O (configuration not stated) ?
USP2a inh: 0.5%; Giardia killer: 3.3; Eya2 phos inh: -6.2%; KCNH2 WT inh: -8.0; KCNH2 3.1 block: -2.1; GALK inh: 5.9%; PKM2 act: -5.5%; B2AR arrestin: 0.2%; FBPA coupling cs: 5.8; Chronic BCR inh: -12.6%; uPA generation: -5.5%

What do the screens show for `CCOC(=O)N1CCC(NC(=O)C(NS(=O)(=O)c2ccc3c(c2)CCN3C(=O)CC)C(C)C)CC1` (configuration not stated)?
USP2a inh: 6.1%; Giardia killer: 0.0; Eya2 phos inh: -1.5%; KCNH2 WT inh: -14.6; KCNH2 3.1 block: 5.3; GALK inh: -1.1%; PKM2 act: -0.9%; B2AR arrestin: -0.3%; FBPA coupling cs: -0.2; Chronic BCR inh: 2.0%; uPA generation: -0.3%

Results for CC(Sc1ccccc1)C(=O)Nc1ccccc1C(=O)N1CCOCC1 (configuration not stated) ?
USP2a inh: -0.2%; Giardia killer: 10.4; Eya2 phos inh: 12.0%; KCNH2 WT inh: 0.2; KCNH2 3.1 block: -4.7; GALK inh: -0.5%; PKM2 act: -17.4%; B2AR arrestin: 0.0%; FBPA coupling cs: 0.9; Chronic BCR inh: inconclusive; uPA generation: -2.2%

What do the screens show for `O=C(O)c1ccc(CNCc2cc(Cl)ccc2O)cc1`?
USP2a inh: 1.4%; Giardia killer: 13.6; Eya2 phos inh: -3.2%; B2AR arrestin: 0.4%; Chronic BCR inh: -1.4%; uPA generation: -0.5%

What do the screens show for `COc1ccc(NC(=O)/C(C#N)=C/C=C/c2ccco2)cc1`?
USP2a inh: 1.2%; Giardia killer: 4.3; Eya2 phos inh: 1.8%; KCNH2 WT inh: 8.6; KCNH2 3.1 block: -0.3; GALK inh: 0.3%; PKM2 act: 6.6%; B2AR arrestin: 0.0%; FBPA coupling cs: 0.3; Chronic BCR inh: inconclusive; uPA generation: -11.6%

How did COc1ccc(N=Nc2[nH]c3ccc(C)cc3c2O)cc1 do in these assays?
USP2a inh: 3.1%; Giardia killer: 2.3; Eya2 phos inh: -1.7%; KCNH2 WT inh: 3.2; GALK inh: 0.7%; PKM2 act: -3.4%; B2AR arrestin: -0.5%; FBPA coupling cs: -5.4; Chronic BCR inh: -3.5%; uPA generation: 14.1%

Results for C=CCSc1nnc(NC(=O)COc2ccc3ccccc3c2)s1 ?
USP2a inh: 0.1%; Giardia killer: -10.7; Eya2 phos inh: -14.0%; KCNH2 WT inh: -3.5; KCNH2 3.1 block: -2.5; GALK inh: 0.0%; PKM2 act: 0.2%; B2AR arrestin: 0.1%; Chronic BCR inh: -3.1%; uPA generation: -1.2%

Results for CC(=O)Oc1ccc(C(=O)Nc2ccc(S(=O)(=O)N3CCOCC3)cc2)cc1 ?
USP2a inh: 1.2%; Giardia killer: -3.9; Eya2 phos inh: -4.3%; KCNH2 WT inh: 5.1; KCNH2 3.1 block: -17.1; GALK inh: -3.6%; PKM2 act: -1.4%; B2AR arrestin: 0.0%; FBPA coupling cs: 3.1; Chronic BCR inh: inconclusive; uPA generation: -1.5%

How did Cc1cnc(C(=O)Nc2ccccc2-c2ccc(C)o2)cn1 do in these assays?
USP2a inh: 7.6%; Giardia killer: -1.8; Eya2 phos inh: -28.4%; KCNH2 WT inh: -7.3; KCNH2 3.1 block: 15.9; GALK inh: -0.4%; PKM2 act: 6.5%; B2AR arrestin: 0.1%; FBPA coupling cs: -12.8; Chronic BCR inh: inconclusive; uPA generation: -3.3%

What do the screens show for `Cc1ccc(/C=N/n2c(COc3ccccc3)n[nH]c2=S)cc1`?
USP2a inh: 0.1%; Giardia killer: -6.3; Eya2 phos inh: -3.6%; KCNH2 WT inh: inconclusive; KCNH2 3.1 block: -9.8; GALK inh: 7.6%; B2AR arrestin: -0.8%; FBPA coupling cs: 6.0; Chronic BCR inh: -2.4%; uPA generation: 7.4%

Results for CCOc1ccc(NS(=O)(=O)c2cc(C(=O)N(CC)CC(=O)NCc3cccs3)ccc2C)cc1 ?
USP2a inh: -0.4%; Giardia killer: 2.3; Eya2 phos inh: -8.8%; KCNH2 WT inh: -11.0; KCNH2 3.1 block: -26.4; B2AR arrestin: -0.2%; Chronic BCR inh: -2.6%; uPA generation: -1.2%

How did COc1cccc(-c2cccc(NC(=O)C3CCN(Cc4ccon4)CC3)c2)c1 do in these assays?
USP2a inh: 2.0%; Giardia killer: -29.4; Eya2 phos inh: 1.0%; KCNH2 WT inh: 3.4; KCNH2 3.1 block: 1.4; GALK inh: -2.0%; B2AR arrestin: 0.3%; Chronic BCR inh: 3.3%; uPA generation: -6.9%

What do the screens show for `C#CCOCCOCCOCCNc1nc(N2CCN(C(=O)[C@H]([C@@H](C)O)n3cc(CCCCN)nn3)CC2)nc(N2CCN(C(=O)[C@H](CCCCN)n3cc(CC(C)O)nn3)CC2)n1` (some centres not stated)?
USP2a inh: 1.5%; Giardia killer: 16.6; Eya2 phos inh: -18.6%; KCNH2 WT inh: -2.4; KCNH2 3.1 block: 4.0; B2AR arrestin: 0.0%; Chronic BCR inh: inconclusive; uPA generation: -3.0%

From PubChem
